High-throughput results from PubChem.
PLC-beta3 inh – PLC-beta3 (human) inhibition, primary screen; Q01970; Purified PLC-beta3, fluorogenic substrate, fluorescence; inhibition, % at 12.2 µM; 370,000 tested, 0.18% active; AID 720704; in the data active = inhibition above about 11%;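 also: 0% = median of compound wells on plate and 100% = full blocker control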
Tn7 DDE FP – DD(E)-Tn7 binding inhibition, primary FP screen. P02675. FP displacement of FITC-Tn7 peptide from fibrin DD(E); 0% = median of compound wells per plate. inhibition, % at 8.3 µM. 370,000 tested, 0.13% active. AID 720508;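 active = inhibition above the mean of compounds falling within the control limits plus 3 SD of them, cut at about 14% in these data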;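 also: 0% = plate median of compound wells and 100% = 10 µM Aha-Tn7 peptide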
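assay system = human clot-derived fibrin DD(E) complex | quantity = Fibrin-DD(E) at 2 µM final | timing = 10 min preincubation, 3 h with tracer, room temperature | signal = fluorescence polarization | measure = percent inhibition | benchmarks = high control wells with 10 µM unlabelled Aha-Tn7 peptide (full inhibition) | replicates = singlicate testing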
TDP2 inh – blocks human TDP2 phosphodiesterase activity | O95551 | recombinant TDP2, T5PNP hydrolysis, p-nitrophenol absorbance 415 nm | inhibition, % at 12.8 µM | 370,000 tested, 0.34% active;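 active = inhibition above the mean of all tested compounds plus 3 SD, set per campaign, cut at about 25% in these data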;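 also: 0% = DMSO with enzyme and 100% = buffer with substrate but no TDP2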
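System – recombinant human TDP2 · Quantity – TDP2 enzyme at 120 nM final · Doses – single concentration, 12.8 µM nominal, with 1% DMSO · Incubation – 2 h at 37 °C · Measured by – epi absorbance of p-nitrophenol freed from T5PNP by hydrolysis · Read-out – % inhibition relative to enzyme-containing and enzyme-free wells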
ADAM10 inh – ADAM10 inhibition, QFRET primary screen; O14672; recombinant ADAM10, EDANS/DABCYL FRET peptide cleavage, 3 h; inhibition, % at 7 µM; 370,000 tested, 0.62% active; AID 720582;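 active = inhibition above a per-campaign cutoff equal to the mean of compounds falling between control-based bounds plus 3 SD, cut at about 20% in these data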;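 also: 0% = DMSO wells while the 100% control is not disclosed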
Target sequence (O14672 214-748 limits assumed): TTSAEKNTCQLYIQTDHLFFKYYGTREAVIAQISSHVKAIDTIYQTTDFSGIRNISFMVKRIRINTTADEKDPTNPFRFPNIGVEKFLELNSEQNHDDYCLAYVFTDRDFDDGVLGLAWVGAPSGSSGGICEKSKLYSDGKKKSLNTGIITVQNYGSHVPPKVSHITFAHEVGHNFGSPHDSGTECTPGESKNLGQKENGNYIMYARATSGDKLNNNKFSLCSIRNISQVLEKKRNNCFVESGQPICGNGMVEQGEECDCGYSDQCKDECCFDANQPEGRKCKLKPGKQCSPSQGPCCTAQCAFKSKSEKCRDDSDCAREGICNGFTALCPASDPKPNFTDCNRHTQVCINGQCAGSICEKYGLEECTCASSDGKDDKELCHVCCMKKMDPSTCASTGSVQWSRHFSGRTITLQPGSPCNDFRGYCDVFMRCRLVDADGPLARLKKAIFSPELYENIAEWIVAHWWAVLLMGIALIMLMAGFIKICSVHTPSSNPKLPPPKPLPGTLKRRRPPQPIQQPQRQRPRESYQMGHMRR
SIAE inh – inhibitors of human sialic acid acetylesterase SIAE; SIAE FP-Rh probe binding, fluorescence polarization; inhibition, % at 9.66 µM; 370,000 tested, 0.69% active; AID 1053197;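 active = inhibition above a cutoff: mean of compounds within the control limits plus 3 SD of those, cut at about 17% in these data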;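 also: 0% = plate median of compound wells and 100% = probe without SIAE protein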
Target sequence (Q9HAT2 whole entry, looked up): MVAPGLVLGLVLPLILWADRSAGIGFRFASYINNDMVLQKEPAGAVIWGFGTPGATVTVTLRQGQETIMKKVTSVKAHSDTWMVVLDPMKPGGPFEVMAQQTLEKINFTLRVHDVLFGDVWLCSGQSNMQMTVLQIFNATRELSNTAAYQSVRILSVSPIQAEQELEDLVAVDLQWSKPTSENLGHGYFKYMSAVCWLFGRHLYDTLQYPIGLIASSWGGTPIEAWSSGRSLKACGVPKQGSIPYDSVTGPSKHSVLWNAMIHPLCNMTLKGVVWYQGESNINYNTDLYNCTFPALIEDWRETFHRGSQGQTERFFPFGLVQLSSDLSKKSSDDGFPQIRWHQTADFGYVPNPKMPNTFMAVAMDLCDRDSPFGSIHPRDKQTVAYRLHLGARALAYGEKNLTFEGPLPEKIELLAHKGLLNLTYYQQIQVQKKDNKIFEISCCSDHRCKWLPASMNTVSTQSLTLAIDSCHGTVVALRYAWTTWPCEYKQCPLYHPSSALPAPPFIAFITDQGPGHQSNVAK
ADAM17 inh – ADAM17 inhibition, QFRET primary screen | P78536 | recombinant ADAM17, EDANS/DABCYL FRET peptide cleavage | inhibition, % at 6.95 µM | 370,000 tested, 0.83% active | AID 720648;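 active = inhibition above the mean of compounds lying between control limits plus 3 SD, set per campaign, cut at about 8.5% in these data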;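 also: 0% = DMSO-only wells as the low control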
ARFGAP1 inh – inhibitors of rat ARFGAP1. Q62848. Arfgap1-stimulated ARF1 GTP hydrolysis, GDP FP detection. inhibition, % at 16.5 µM. 360,000 tested, 0.26% active. AID 651572;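 active = inhibition above a per-plate limit, mean inhibition of low control wells plus 3 SD, cut at about 25% in these data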;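 also: 0% = DMSO wells with enzyme and 100% = wells lacking Arfgap1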
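Repeats: one replicate per compound; assay system: rat Arfgap1 catalytic domain, aa 1-136; times: enzyme reaction 120 min at 25 °C after 20 min preincubation; detection: FP of antibody-bound GDP Alexa 633 tracer, ex 620/em 688 nm; benchmarks: high control wells lacking Arfgap1, low control full reaction with DMSO; reagent: human ARF1(Δ1-17)-GTP substrate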
ASAP1 inh – blocks human ASAP1-stimulated Arf1 GTP hydrolysis | Q9ULH1 | GDP FP detection | inhibition, % at 16.5 µM | 360,000 tested, 0.19% active | AID 624377; in the data active = inhibition above about 25%;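 also: 0% = vehicle with enzyme and substrate and 100% = no enzyme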
PLC-gamma1 inh – PLC-gamma1 (human) inhibition, primary screen; inhibition, % at 12.2 µM; P19174; AID 720700; purified PLC-gamma1, fluorogenic substrate, fluorescence; 370,000 tested, 0.84% active; in the data active = inhibition above about 9.5%
Tn6 DDE FP – DD(E)-Tn6 binding inhibition, primary FP screen. inhibition, % at 8.3 µM. 370,000 tested, 0.21% active. P02675. Fibrin DD(E) TRITC-Tn6 fluorescence polarization displacement;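 active = inhibition above a per-campaign cutoff: mean of compounds within control limits plus 3 SD, cut at about 15% in these data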;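 also: 0% = median of all compound wells on the plate and 100% = blocking peptide control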
* = called active by the depositor; nt = no result given.

PLC-beta3 inh	ARFGAP1 inh	Tn7 DDE FP	PLC-gamma1 inh	ADAM10 inh	ADAM17 inh	SIAE inh	Tn6 DDE FP	ASAP1 inh	TDP2 inh	Structure
5	5	-7	-4	3	1	-3	-4	8	8	O=S(=O)(c1ccc(Br)cc1)N1CCN=C1SCc1cccnc1
-7	-7	-4	-3	-5	-5	1	3	-5	-10	CCC(=O)c1ccc(OCC(=O)N2CCN(c3ncccn3)CC2)cc1
8	1	-1	7	6	5	-3	-1	14	-19	O/N=C1\CC(O)Cc2nonc21 (stereo not drawn)
-9	-2	-8	3	5	-1	3	-4	5	7	CCc1nnc(NC(=O)CCC(=O)N2CCN(S(=O)(=O)c3ccc(OC)cc3)CC2)s1
-5	8	9	-2	-2	0	3	6	7	-6	O=C(NC1CCCc2c1cnn2-c1cc(F)cc(F)c1)c1cc[n+]([O-])cc1 (stereo not drawn)
0	8	-2	5	-8	0	3	4	3	-8	COc1cccc(NC(=O)CN(C)C(=O)c2ccc(NS(=O)(=O)c3ccc(F)cc3)cc2)c1
1	9	8	0	-2	0	4	4	-5	-12	CCCn1nnnc1NC(=O)c1cc(Br)ccc1OC
0	2	-5	-2	5	2	-3	-1	0	1	CCOC(=O)C1CCCN(C(=O)c2cc(OC)ccc2Br)CC1 (stereo not drawn)
0	-4	-1	5	7	2	0	7	0	-18	CCN(C[C@H]1N[C@@](C)(C(=O)OC)[C@H]2C(=O)N(C)C(=O)[C@@H]12)C(C)=O
-9	0	-5	3	4	-3	1	-8	7	-1	S=C(Nc1ccc(Br)cc1Cl)Nn1cnnc1
-2	-9	-6	1	1	2	2	-3	-10	-15	O=C1c2ccccc2-c2c1cccc2C(=O)N(CCO)CCO
0	nt	6	-2	-1	1	4	-10	nt	1	O=C(c1cc(Cl)cc(Cl)c1)N1CC[C@H]2[C@H](CCCN2Cc2cc(F)cc(F)c2)C1
1	-5	-3	-1	-1	-2	-4	0	-5	4	Cc1ccc(S(=O)(=O)N2[C@@H](c3ccc(Cl)cc3)C(C(=O)O)=CC[C@H]2c2cccc(C)c2)cc1
-5	3	4	2	1	2	6	-6	-11	-8	CCc1ccc(NC(=O)CSc2ccccn2)cc1
-1	-6	-2	2	2	-1	0	-7	12	-2	CC(C)CCNC(=O)CN(Cc1ccco1)C(=O)CCC(=O)Nc1nccs1
3	4	2	0	-2	-1	-2	-3	-6	-2	O=C(/C=C/c1cccc([N+](=O)[O-])c1)NCCN1CCOCC1
0	0	11	3	3	0	6	2	-20	-2	Cc1cc([N+](=O)[O-])nn1CC(=O)NNC(=S)Nc1ccc(F)cc1
3	1	6	-3	-2	1	5	1	-12	-1	CCOc1ccc(NC(=O)CSc2nc3c(c(=O)n2C)SC(C)C3)cc1 (stereo not drawn)
-48	-7	6	-29	-7	-3	12	8	-2	6	O=S(=O)(Nc1ccc(-c2ccc3nncn3n2)cc1)c1ccccc1F
-1	6	-1	3	1	-1	-3	-2	10	7	COC(=O)c1cn(NC(=O)c2cnccn2)c(=O)c2ccccc12
2	6	-1	2	0	-2	-3	-2	1	1	CCCC[C@@H]1CNCCN1CCc1cccc2ccccc12
-2	-8	6	-3	-9	-3	5	12	-13	-5	C/C(=N/NS(=O)(=O)c1ccc(Cl)cc1)c1ccncc1
-7	-7	-1	0	-6	-6	4	0	0	-2	Cc1nc2cc(NC(=O)N3CCCC3)ccc2n1C
1	-2	-1	-5	-5	-3	-14	-7	9	1	O=C(Cc1ccccc1)Nc1ccc(F)cc1
2	-6	4	17*	-1	6	-6	-2	-7	-18	CCOC(=O)CC1C(=O)NCCN1C(=O)c1ccc(Cl)cc1Cl (stereo not drawn)
3	-12	11	5	7	1	1	7	-3	2	N#CC(c1ccc(Cl)cc1)N1CCOCC1 (stereo not drawn)
-6	2	6	-2	8	-5	-13	-4	19	9	O=C(/C=C/c1ccc([N+](=O)[O-])cc1)Oc1ccc(/C=N/NC(=O)c2ccncc2)cc1
1	0	1	1	0	2	-3	-6	-9	-5	C[C@@H]1C(=O)O[C@@H]2[C@H](O)C34[C@H]5C[C@@H](C(C)(C)C)C36[C@H](OC(=O)[C@@H]6O)OC4(C(=O)O5)[C@@]12O (stereo partly drawn)
-8	8	8	-6	7	-4	-3	-4	4	-3	O=S1(=O)N=C(Nc2ccc(N3CCOCC3)c(Cl)c2)c2ccccc21
-9	-6	0	-5	-14	-5	-6	3	-5	4	COc1ccc(C=CC(=O)c2c(N)n(C)c(=O)n(C)c2=O)cc1
-33	14	9	-28	-205	-78	-6	2	-1	-8	CCOC(=O)C(Cc1c(F)cccc1Cl)c1ccnc2nc(N)nn12 (stereo not drawn)
-3	-1	6	6	6	2	6	3	0	3	CCCNC(=O)CSc1ccc(S(=O)(=O)N2CCCCC2)cn1
3	1	-5	-2	-27	-3	-1	0	-3	6	COC(=O)COc1cccc2c(=O)n(CC(=O)NCc3ccc(F)cc3)ccc12
-262	0	-2	-200	-101	-35	0	1	0	-1	CCn1nc(NC(=O)c2ccco2)c2cc3cc(C)ccc3nc21
-11	-3	3	1	8	-2	-9	2	16	14	O=C(O)CSc1c2c(nc3cc(C(=O)Nc4cccc(C(F)(F)F)c4)ccc13)CCCC2
-3	-6	4	0	4	0	2	9	6	14	N/C(=N\S(=O)(=O)c1ccc(Cl)cc1)N1CCOCC1
2	-11	6	0	1	0	8	0	-6	5	COc1ccc(CCNC(=O)COc2ccc(S(=O)(=O)N3CCOCC3)cc2)cc1OC
-5	1	-7	1	1	0	2	5	-5	5	O=C(O)[C@@H]1CC(O)CN1C(=O)CCc1c[nH]c2ccccc12 (stereo partly drawn)
-1	21	0	-3	-1	-3	-16	-4	11	3	C/C(=N\Nc1cc(-c2ccccc2)nc(-c2ccc(Br)cc2)n1)c1cccc(N)c1
2	2	-2	-2	-7	-2	-4	1	-6	-8	CCNC(=O)C1(C)CCCN(Cc2ccc3ccccc3c2Br)C1 (stereo not drawn)
-7	4	0	-8	-40	-10	6	10	13	3	COc1ccc2c(CN3CCN(c4ccccc4OC)CC3)cc(=O)oc2c1
-5	12	3	5	-14	-1	1	-9	3	-11	COc1ccccc1N(CC(=O)NCC1CCCO1)C(=O)CNS(=O)(=O)c1ccc(C)cc1 (stereo not drawn)
-2	2	3	-3	-5	-4	-5	2	-5	-2	Cn1cccc1C1(C(F)(F)F)NCCNC1=O (stereo not drawn)
-3	11	-8	-1	-12	-1	3	-1	-6	5	O=C(COc1ccc(Cl)cc1Cl)NC(=O)c1ccccc1
2	19	-1	0	-8	-6	-1	-4	-15	-4	Cc1cc(C(=O)Nc2nc3c(C)cccc3s2)c(C)o1
5	3	7	6	8	2	1	-11	2	-1	Nc1nn(-c2ccccc2)c(N)c1N=Nc1ccccc1F
2	-14	6	-1	-1	-1	5	-2	-5	1	Cc1cc(NC(=O)CSc2nc(N)c(NC(=O)c3ccccc3)c(=O)[nH]2)no1
-14	2	-10	-10	-11	1	-13	6	12	-1	O=C(CCc1nc2sc3c(c2c(=O)[nH]1)CCCC3)NCCc1ccc(Cl)cc1
1	-10	1	4	-3	4	4	-4	4	4	C[C@H]1CN([C@@H](C)CO)S(=O)(=O)c2ccc(C#Cc3cccnc3)cc2O[C@@H]1CN(C)C(=O)Nc1ccc2c(c1)OCO2
-3	-1	-3	0	-1	-3	-6	-4	-13	5	Cc1ccccc1N(C(=O)c1csnn1)C(C(=O)NC1CCCCC1)c1ccncc1 (stereo not drawn)
0	4	-10	3	0	4	3	-9	-7	-14	CC(C)c1ccc(NC2CCCN(C(=O)c3cscn3)C2)cc1 (stereo not drawn)
-7	7	9	3	3	-3	-4	1	-16	-8	O=C(/C=C/c1ccc(Cl)cc1)N1CCN(CCN2C(=O)c3cccc4cccc(c34)C2=O)CC1
-4	9	1	4	4	2	2	-6	4	3	COC(=O)c1ccc(S(=O)(=O)NCCc2ccccc2OC)n1C
-4	8	8	1	15	0	-2	-9	-4	-10	CCc1ccc(OC(C)C(=O)Nc2ccccc2C(=O)N2CCOCC2)cc1 (stereo not drawn)
1	-10	3	8	5	0	9	-1	5	0	Cc1noc(C)c1C(=O)OCC(=O)Nc1cccc(S(=O)(=O)N(C)C)c1
-1	-6	1	-2	-7	2	-2	-7	-1	-8	COc1ccc(-c2csc(C(O)c3ccc(F)c(OC)c3)n2)cc1 (stereo not drawn)
2	6	-1	-2	4	0	3	3	4	-3	Cc1c(N2C(=O)/C(=C3/C(=O)N(C)c4ccccc43)SC2=S)c(=O)n(-c2ccccc2)n1C
0	-3	5	0	-8	-3	10	5	-2	11	Cc1ccc2c(c1)NCC(C(=O)NC1CCC(C)CC1)O2 (stereo not drawn)
-71	-3	4	-46	-256	-89	-1	0	-1	8	COc1ccc2[nH]c3c(=O)n(CCc4ccccc4)cnc3c2c1
-1	21	-5	0	-5	-6	16	4	-5	4	COc1cc(O)oc1C=Nc1ccc(C(F)(F)F)cc1

Next section:
PLC-beta3 inh	ARFGAP1 inh	Tn7 DDE FP	PLC-gamma1 inh	ADAM10 inh	ADAM17 inh	SIAE inh	Tn6 DDE FP	ASAP1 inh	TDP2 inh	Structure
-37	-8	5	-19	-55	-23	-12	3	18	-3	O=c1nc(N2CCOCC2)ccn1-c1nc(-c2ccccc2)sc1-c1ccccc1
3	6	-4	4	6	1	0	1	3	-1	O=C(c1ccccc1F)N1CCC(O)(c2cccnc2)CC1
-1	2	-4	-2	-6	0	0	9	-11	1	CC(C)(C)c1nnc(NC(=S)Nc2ccccc2)s1
-8	14	2	1	-6	-4	0	-3	-6	10	O=C(COC(=O)c1cccc(S(=O)(=O)N2CCCC2)c1)Nc1ccccc1C(F)(F)F
0	-2	2	0	5	4	-5	4	-15	-10	CCC(C)(C)c1ccc(OCC(=O)Nc2ccncc2)cc1

Compound profiles (already shown). Values in the order: PLC-beta3 inh	ARFGAP1 inh	Tn7 DDE FP	PLC-gamma1 inh	ADAM10 inh	ADAM17 inh	SIAE inh	Tn6 DDE FP	ASAP1 inh	TDP2 inh
`O=C(c1ccccc1F)N1CCC(O)(c2cccnc2)CC1` across the screens: 3	6	-4	4	6	1	0	1	3	-1
`CC(C)(C)c1nnc(NC(=S)Nc2ccccc2)s1` across the screens: -1	2	-4	-2	-6	0	0	9	-11	1
`CCC(C)(C)c1ccc(OCC(=O)Nc2ccncc2)cc1` across the screens: 0	-2	2	0	5	4	-5	4	-15	-10
`O=C(COC(=O)c1cccc(S(=O)(=O)N2CCCC2)c1)Nc1ccccc1C(F)(F)F` across the screens: -8	14	2	1	-6	-4	0	-3	-6	10
